RTF Ca sens inh = cardiac RTF calcium desensitization; P19429+P45379; IANBD-labeled cardiac RTF, Ca2+ fluorescence; inhibition, % at 7.15 µM; actives 0.12% (n = 340,000); AID 493244;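 active means inhibition above the mean inhibition of all tested compounds plus 3 SD, cut at about 17% in these data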;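 further: assay run at fixed EC70 calcium of 1.6 mM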
LANA DNA inh = blocks KSHV LANA C-terminal domain binding to DNA; MBP-C-LANA/FAM-LBS DNA binding, fluorescence polarization; inhibition, % at 9 µM; actives 0.078% (n = 340,000);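 active means highest replicate inhibition at or above 60% at 9 µM, even if other replicates fall short; inactive means all replicates below 60% inhibition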;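 further: 0% = neutral control wells and 100% = 4 µM acridine orange control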
HTR5A ag ctr = activates human HTR5A in OPRM1-OPRD1 agonist counter-screen; actives 0.61% (n = 340,000); activation, % at 9.3 µM; P47898; HTR5A agonist assay, luminescence, cell-based; in the data active means activation mostly above about 9.5%, no sharp cut-off; inactive means mostly below about 7.6%;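 further: 0% = cells with vehicle only and 100% = reference agonist; strong numbers were not always called active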
CAL-PDZ inh HTS = CAL PDZ (human) peptide binding inhibition; purified CAL PDZ, TMR-peptide fluorescence polarization, 1 h; inhibition, % at 24.9 µM; actives 0.92% (n = 300,000);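 active means mean inhibition of at least 30% with at least half of replicates also reaching 30%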;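 further: 0% = DMSO neutral control and 100% = excess unlabeled competitor peptide PRC23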
RTF Ca sens act = cardiac RTF calcium sensitization; P19429+P45379; IANBD-labeled TnC RTF fluorescence at EC20 calcium; 0% EC20 calcium, 100% full calcium; activation, % at 7.2 µM; actives 0.24% (n = 340,000); AID 493008;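 active means activation above the mean over all tested compounds plus 3 SD, cut at about 30% in these data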;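 further: rise in fluorescence read as greater calcium sensitivity of cardiac thin filaments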
HTR5A inv ctr = inverse agonist of human HTR5A in OPRM1-OPRD1 counter-screen | P47898 | HTR5A cell line, luminescence, inverse agonism | inhibition, % at 9.3 µM | actives 0.083% (n = 340,000); in the data active means inhibition mostly above about 23%, no sharp cut-off; inactive means mostly below about 18%;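 further: 0% = cells with DMSO and 100% = no-cell wells with DMSO; some compounds called inactive have numbers as strong as hits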
OPRM1-OPRD1 ag = OPRM1-OPRD1 heterodimerization agonism. P35372+P41143. cells, luminescence. activation, % at 9.3 µM. actives 0.3% (n = 340,000). AID 504326; in the data active means activation above about 18%;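 further: 0% = vehicle-treated cells and 100% = reference agonist; values of inactives mirror those of a sister screen read the other way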
Target sequence (P35372 whole entry, looked up): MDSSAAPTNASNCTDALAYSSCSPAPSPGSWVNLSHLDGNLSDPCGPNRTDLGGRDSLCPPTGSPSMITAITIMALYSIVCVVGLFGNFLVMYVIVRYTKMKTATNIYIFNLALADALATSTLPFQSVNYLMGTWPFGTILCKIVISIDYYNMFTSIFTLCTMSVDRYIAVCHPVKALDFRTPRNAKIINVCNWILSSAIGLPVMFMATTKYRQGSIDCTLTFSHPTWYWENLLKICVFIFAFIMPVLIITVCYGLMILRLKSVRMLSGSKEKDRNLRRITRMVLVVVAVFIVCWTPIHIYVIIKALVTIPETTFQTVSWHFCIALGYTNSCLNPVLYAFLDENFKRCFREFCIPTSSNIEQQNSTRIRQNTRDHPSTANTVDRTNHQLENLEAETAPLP
Target sequence (P41143 whole entry, looked up): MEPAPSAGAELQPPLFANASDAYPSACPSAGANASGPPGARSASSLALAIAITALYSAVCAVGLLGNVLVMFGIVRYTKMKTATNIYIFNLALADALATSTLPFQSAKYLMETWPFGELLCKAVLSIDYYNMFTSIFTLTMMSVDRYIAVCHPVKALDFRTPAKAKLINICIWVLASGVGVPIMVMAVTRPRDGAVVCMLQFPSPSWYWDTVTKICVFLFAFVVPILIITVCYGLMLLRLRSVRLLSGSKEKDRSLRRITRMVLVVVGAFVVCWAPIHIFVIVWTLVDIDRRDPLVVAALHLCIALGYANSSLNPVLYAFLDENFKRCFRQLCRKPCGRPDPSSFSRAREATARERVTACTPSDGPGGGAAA
OPRM1-OPRD1 inv = inverse agonist of human OPRM1-OPRD1 heterodimerization. P35372+P41143. cell-based MOR-DOR heterodimer luminescence, inverse agonism. inhibition, % at 9.3 µM. actives 0.21% (n = 340,000). AID 504357; in the data active means inhibition above about 22%, passing the limit was not always enough;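 further: 0% = cells with DMSO and 100% = wells without cells with DMSO; values of inactives mirror those of a sister screen read the other way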
Keap1 Nrf2 FP = inhibitors of human Keap1-Nrf2 protein-protein interaction; Keap1 Kelch-Nrf2 peptide fluorescence polarization, 1536-well; actives 0.15% (n = 340,000); inhibition, % at 9.4 µM; Q14145; in the data active means inhibition above about 12%;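 further: human Keap1 Kelch domain with fluorescein labeled Nrf2 9mer peptide probe; 0% = neutral control wells and 100% = peptide positive control; higher means more block of Keap1 binding to Nrf2 peptide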
V-ATPase pHluor = regulators of yeast V-ATPase proton transport | AID 504577 | response, % at 10 µM | actives 0.37% (n = 350,000) | S. cerevisiae, pHLuorin cytosolic pH fluorescence; in the data active means response mostly above about 7.3%, no sharp cut-off; inactive means mostly below about 5.4%; further: actives read high; inactives centre near 0; some compounds called inactive have numbers as strong as hits; reference of the scale not given here
* hit, by the source's call; i = inactive; x = not tested or not shown.

SMILES	RTF Ca sens inh	LANA DNA inh	HTR5A ag ctr	CAL-PDZ inh HTS	RTF Ca sens act	HTR5A inv ctr	OPRM1-OPRD1 ag	OPRM1-OPRD1 inv	Keap1 Nrf2 FP	V-ATPase pHluor
N#CC1=C2SCN(Cc3ccccc3)CN2C(=O)CC1c1ccc2c(c1)OCO2 (configuration not stated)	-5	1.1	0	-1	3	-6	-4.4	22	2	-3
COc1cccc(CN(C)C(=O)Cn2cc(C)c(=O)[nH]c2=O)c1	-5	-1.9	2	-4	-9	-9	-2.0	9	-6	1
CCN(CC(=O)Nc1c(F)cccc1F)C(=O)COc1ccc2c(C)cc(=O)oc2c1	1	-2.5	-2	-6	1	6	0.1	0	-2	0
Oc1csc(Cc2nc(-c3ccccc3F)cs2)n1	-7	-0.7	-2	0	12	6	5.8	-29	-6	1
CC(C)C(=O)Nc1nnc(SCC(=O)Nc2ccc3c(c2)OCCO3)s1	-6	0.8	1	3	1	-2	-2.6	12	-3	-2
CCOc1ccc(NC(=S)/C(=C(\[O-])c2ccc(C)c([N+](=O)[O-])c2)[n+]2ccccc2)cc1	-1	0.5	-3	11	4	10	-0.8	5	-3	-3
Cc1ccn2cc(CCNS(=O)(=O)c3ccc4ccccc4c3)nc2c1	0	0.1	9	-5	-3	-12	-2.1	11	-1	-1
CS(=O)(=O)N(CC(=O)N1CCOCC1)c1cccc([N+](=O)[O-])c1	-12	-0.6	0	-7	1	1	-0.9	5	-7	1
Cn1nc(-c2ccc3c(c2)OCCO3)c2ccccc2c1=O	-3	1.6	0	1	0	2	-2.1	10	1	-1
COC(=O)C1(NC(=O)NC2CCCCC2)CCCCC1	-7	11	-1	x	2	-18	-1.3	7	-6	3
CCOc1c2ccc(C(=O)NCc3ccccc3OC)cc2nn1CC	-5	1.4	-9	-2	-8	25	-2.9	17	-1	0
COc1cc(C(=O)NC(=S)NNC(=O)c2cnccn2)cc(OC)c1OC	-3	1.0	10	-1	2	8	-2.2	12	-1	-4
COC(=O)c1ccccc1NC(=O)CN1CCC(n2nnc3cc(C(F)(F)F)ccc32)CC1	1	-1.3	-2	-4	4	-49	-0.2	1	-5	4
O=C(O)c1cccc(S(=O)(=O)N2CCCC(c3nc4c(nnn4Cc4ccccc4Cl)c(=O)[nH]3)C2)c1 (configuration not stated)	-1	-0.6	6	10	-5	-4	-2.8	18	3	3
O=C1C=CN(Cc2ccccc2)C(c2ccccc2)C1 (configuration not stated)	-4	1.1	0	-2	-8	-23	-4.2	19	-1	1
Cc1ccc2c(c1)N(CC(=O)NC1CCCCC1)C(=O)c1cccnc1O2	-4	1.7	1	x	5	-3	-2.6	13	2	-1
CC(C)CSC1=NSC2=NC(=O)/C(=C\c3coc4ccccc4c3=O)C(=N)N12	i	5.5	12	-4	662*	1	-2.5	13	-122	-6
CCOc1cccc(NC(=O)Cc2cccs2)c1	-18	-0.2	14	0	1	-38	0.3	-2	-5	3
Nc1ccn(C2CC(O)C(CO)O2)c(=O)n1 (configuration not stated)	3	-1.3	1	7	-6	-3	-2.4	13	-2	-3
Cc1ccc(S(=O)(=O)NCC(C)n2cncn2)cc1 (configuration not stated)	-1	-0.6	4	-5	-1	-12	0.0	0	0	3
CCc1ccccc1NC(=O)CSc1nnc(Cn2nnc3ccccc32)n1C	-4	0.4	1	-4	-1	-13	-1.7	10	-1	-1
CC(C)c1ccc(O)c(NC(=S)NC(=O)c2cccnc2)c1	0	-0.6	-11	2	4	30	-7.7	43*	-1	-2
CCCNC(=O)N1CCN(Cc2ccco2)CC1	4	-0.1	1	-3	-6	-3	0.7	-5	-2	-1
CC[C@]1(c2ccccc2C)ON(c2ccccc2C(F)(F)F)C1=O	-9	-1.1	4	0	6	-2	2.3	-11	0	-2
Cc1ccc(Cc2nnc(SCC(=O)Nc3ccccc3)n(N)c2=O)cc1	-9	0.2	-2	1	-6	12	-0.8	5	-3	6
OCCc1ccc(O)c(-n2nc3ccccc3n2)c1	-13	-0.8	-8	-1	4	20	-2.1	12	-3	-1
COc1cc(C)ccc1OCCCOc1cc(C)ccc1Cl	-7	-1.3	-5	-2	0	12	2.8	-14	0	0
CC(c1ccon1)N(C)C(=O)CCc1nnc(C2(c3ccc(Cl)cc3)CCC2)o1 (configuration not stated)	-8	1.3	-1	x	4	-12	-2.1	11	-5	4
CCC(C)NC(=O)c1cccc(C)c1 (configuration not stated)	-10	-0.5	-5	-4	0	0	-4.8	25	0	-2
CCOC(=O)Cc1nn2c(=O)cc(C)nc2s1	-2	-1.2	2	-2	-2	18	-4.2	18	-5	9
CCOC(=O)c1c(C)[nH]c(C(=O)OCC(=O)N2CCN(S(=O)(=O)c3ccccc3)CC2)c1C	2	-1.1	2	-3	-1	6	-0.2	1	-7	3
Nc1nc(CSc2nc3ccccc3[nH]2)cs1	-3	-1.9	3	-5	-3	-2	-2.6	12	-3	-2
COc1cccc(Oc2ccc3nnc(C(F)(F)F)n3n2)c1	-7	-0.5	4	-4	-1	-11	-2.7	14	5	1
Cc1cc(C)n2nc(C(=O)Nc3cccc(S(=O)(=O)N(C)c4ccccc4)c3)nc2n1	-16	-0.5	1	0	2	-3	-1.1	6	-3	-2
Cc1cc(C(=O)Nn2c(-c3ccc(Br)cc3)nc3ccccc3c2=O)ccc1[N+](=O)[O-]	-20	-0.8	-1	19	1	3	1.7	-11	1	1
Cc1cc(NC(=O)C2(c3ccccc3)CCCC2)no1	-10	-2.8	3	-4	7	-32	-1.4	8	2	-1
O=C(O)C(Cc1ccc(O)cc1)N1C(=O)c2ccccc2C1=O (configuration not stated)	6	1.2	-6	-5	-4	19	-3.6	16	-4	-1
O=[N+]([O-])c1ccc(CN2CCC(Cc3ccccc3)CC2)cc1	-10	4.4	4	3	0	-13	3.3	-15	-5	-2
OC1CNc2c(ccc3ccccc23)C1 (configuration not stated)	2	2.7	1	-4	5	-6	1.1	-6	-1	-3
CSc1ccccc1NC(=O)CN(C)C(C)C(=O)NCc1ccc2c(c1)OCO2 (configuration not stated)	-1	0.0	4	9	-1	-5	-4.0	16	-2	3
COc1ccc2nc(/N=C(\N)NC(=O)C(C)(C)C)nc(C)c2c1	8	-0.9	3	-7	3	5	1.4	-8	-1	0
COc1ccccc1NC(=O)COc1cccc2c1CCNC2=O	-2	0.2	-4	-1	-9	4	0.1	-1	-2	-5
CC(C)CC1NC2(C(=O)N(C)c3ccccc32)C2C(=O)N(C(C)C)C(=O)C12 (configuration not stated)	-10	2.5	9	x	2	-25	-1.7	9	-3	-4
CCOC(=O)COc1ccc(C(=O)c2ccccc2)c(O)c1	-1	-0.8	2	-6	5	-7	4.8	-26	-1	-1
CC(C)(C)Nc1nc(Cl)nc(NC2CCCCC2)n1	-8	-1.0	-1	-3	-3	2	6.7	-32	-4	-2

Looked up by structure from the list above:
SMILES	RTF Ca sens inh	LANA DNA inh	HTR5A ag ctr	CAL-PDZ inh HTS	RTF Ca sens act	HTR5A inv ctr	OPRM1-OPRD1 ag	OPRM1-OPRD1 inv	Keap1 Nrf2 FP	V-ATPase pHluor
CSc1ccccc1NC(=O)CN(C)C(C)C(=O)NCc1ccc2c(c1)OCO2 (configuration not stated)	-1	0.0	4	9	-1	-5	-4.0	16	-2	3
Cc1cc(NC(=O)C2(c3ccccc3)CCCC2)no1	-10	-2.8	3	-4	7	-32	-1.4	8	2	-1
COc1cccc(Oc2ccc3nnc(C(F)(F)F)n3n2)c1	-7	-0.5	4	-4	-1	-11	-2.7	14	5	1

Entries above printed as active in OPRM1-OPRD1 inv.
| compound | LANA DNA inh | CAL-PDZ inh HTS | OPRM1-OPRD1 ag | OPRM1-OPRD1 inv | Keap1 Nrf2 FP | V-ATPase pHluor |
| --- | --- | --- | --- | --- | --- | --- |
| CC(C)c1ccc(O)c(NC(=S)NC(=O)c2cccnc2)c1 | -0.6 | 2 | -7.7 | 43* | -1 | -2 |

Carrying on:
SMILES	RTF Ca sens inh	LANA DNA inh	HTR5A ag ctr	CAL-PDZ inh HTS	RTF Ca sens act	HTR5A inv ctr	OPRM1-OPRD1 ag	OPRM1-OPRD1 inv	Keap1 Nrf2 FP	V-ATPase pHluor
O=C(c1ccncc1)N(Cc1cc2ccccc2[nH]c1=O)C1CCCCC1	1	-1.1	-2	-2	0	-12	-1.6	8	-6	1
CSc1nnc(Cc2sc(-c3ccccc3)nc2-c2ccccc2)o1	6	0.0	-4	-2	6	9	-1.8	9	-4	0
NS(=O)(=O)c1ccc(NC(=S)NNC(=O)c2cccs2)cc1	x	0.1	x	0	x	x	x	x	-3	1
Cc1ccc(-c2nc(-c3ccccn3)no2)cc1Cl	-16	0.8	1	-2	-1	8	7.8	-39	1	-1
CCC(=O)Nc1ccc2nc3c(=O)[nH]c(=S)[nH]c3nc2c1	-2	8.6	2	0	3	-7	-3.7	21	-3	0
COc1ccc(-c2csc(NC(=O)Cn3nc(C)cc3C)n2)cc1	2	-0.6	1	-2	-2	-33	-2.3	12	-4	1
COc1ccccc1CC(=O)NNS(=O)(=O)c1ccc([N+](=O)[O-])cc1	-27	-0.2	1	x	12	15	0.0	0	-5	-2
COc1cc(C=O)ccc1OCCOCCOc1ccc(Cl)cc1Cl	6	1.2	-4	-2	-3	10	-0.5	3	-4	-2
CCC(C(=O)NCc1ccco1)n1nc(C)n2c(cc3occc32)c1=O (configuration not stated)	-1	0.4	-2	x	2	-10	-3.5	18	0	0
COC(=O)CSc1nc(C)c2ccc(OC)cc2n1	-1	-1.0	5	-2	0	-11	-2.6	15	-2	2
CCOC(=O)N1CCN(CCC(=O)Nc2cc(C)ccc2OC)CC1	-12	-1.3	-1	-2	2	-4	0.6	-3	-2	-4
c1ccc2c(c1)CCNC2c1ccncc1 (configuration not stated)	-3	0.5	-1	-3	8	-42	-1.2	6	-3	2
O=C(O)/C=C/C(=O)Nc1ccc(SC(F)(F)F)cc1	-2	0.5	1	-4	2	2	-2.5	14	2	-1
CCOC(=O)c1ccc(NC2c3ncccc3C(=O)N2Cc2ccc(F)cc2)cc1 (configuration not stated)	-5	-1.3	-2	x	-2	-32	1.4	-8	-7	3

Among those listed so far, these contain a tert-butyl group.
SMILES	RTF Ca sens inh	LANA DNA inh	HTR5A ag ctr	CAL-PDZ inh HTS	RTF Ca sens act	HTR5A inv ctr	OPRM1-OPRD1 ag	OPRM1-OPRD1 inv	Keap1 Nrf2 FP	V-ATPase pHluor
COc1ccc2nc(/N=C(\N)NC(=O)C(C)(C)C)nc(C)c2c1	8	-0.9	3	-7	3	5	1.4	-8	-1	0
CC(C)(C)Nc1nc(Cl)nc(NC2CCCCC2)n1	-8	-1.0	-1	-3	-3	2	6.7	-32	-4	-2
